# tim23-1 inh = growth inhibitors of tim23-1 mutant yeast; S. cerevisiae tim23-1 growth, BacTiter-Glo luminescence, 24 h; inhibition, % at 20 µM; hit rate 1.3% among 330,000; AID 463212;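 active means growth inhibition of the mutant yeast at or above 50%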;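 further: temperature-sensitive mutant grown at 25 °C; plate controls were DMSO-treated mutant yeast for no effect and medium wells lacking yeast for full effect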
# XBP1 UPR activ = adaptive UPR (XBP1) activation. CHO-XBP1 luciferase reporter, IRE1-XBP1 UPR activation, luminescence; percent of tunicamycin response, DMSO as zero. activation, % at 20 µM. hit rate 0.33% among 330,000;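 active means versus positive control, 20 µM dose yields 30% or more activation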;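 further: 100% = tunicamycin at 10 µg/mL and 0% = DMSO only wells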
#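 Material: CHO cell line with stable XBP1 luciferase reporter; schedule: 16-18 h cell attachment at 37 °C, then 6 h compound exposure; signal: glow luminescence from Steady-Glo reagent; medium: serum-containing F12 medium, 10% FBS; benchmarks: tunicamycin 10 µg/mL and vehicle-only wells; read-out: percent activation relative to tunicamycin reference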
# UPR CHOP act = apoptotic UPR (CHOP) activation | CHO-CHOP luciferase reporter, luminescence; percent of tunicamycin response over DMSO baseline | hit rate 0.34% among 330,000 | AID 449763 | activation, % at 10 µM;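 active means at 10 µM dose, activation of 40% or more, normalized to positive control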;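 further: 100% = tunicamycin at 10 µg/mL and 0% = DMSO alone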
#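 System: CHO-CHOP luciferase reporter cell line | Buffer or medium: F12 medium containing 10% fetal bovine serum | Doses: One dose, 10 µM in 0.5% DMSO | Times: 6 h compound exposure at 37 °C after overnight seeding | Signal: Luciferase luminescence | Read-out: % activation vs tunicamycin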
# NALP3 yeast inh = inhibitors of NALP3 inflammasome in yeast. Yeast reconstituted NLRP3/ASC/caspase-1, beta-gal luminescence, 24 h. inhibition, % at 10 µM. hit rate 0.39% among 330,000;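 active means inhibition of 50% or more; inactive means inhibition below 50%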;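 further: plate controls were induced DMSO wells for no effect and uninduced yeast grown without galactose for full effect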
# TIM10 inh = inhibits growth of TIM10 yeast strain; S. cerevisiae TIM10 strain growth, BacTiter-Glo luminescence, 24 h; inhibition, % at 10 µM; hit rate 1.4% among 330,000;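 active means inhibition of 40% or more at the single tested concentration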;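 further: wild-type TIM10 isogenic control strain grown at permissive 25 °C; 0% = DMSO yeast wells and 100% = minimal medium wells without yeast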
# NR3A LBD binder = NR3A (human) ligand-binding domain modulation; NR3A LBD differential scanning fluorimetry, Tm shift; 0% = protein alone, 100% = glycine-bound protein; Tm shift relative to glycine control, % at 25 µM; hit rate 2.5% among 340,000;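 active means melting temperature shift of at least 10% of the positive control shift, at one fixed dose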
# Mdm2 MdmX PPI = inhibitors of human Mdm2/MdmX interaction | SaOS-2 split-luciferase Mdm2/MdmX complementation, luminescence | inhibition, % at 8 µM | hit rate 3% among 330,000 | O15151+Q00987;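 active means inhibition of at least 50% at 8 µM in the primary screen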
# Target sequence (O15151 whole entry, looked up): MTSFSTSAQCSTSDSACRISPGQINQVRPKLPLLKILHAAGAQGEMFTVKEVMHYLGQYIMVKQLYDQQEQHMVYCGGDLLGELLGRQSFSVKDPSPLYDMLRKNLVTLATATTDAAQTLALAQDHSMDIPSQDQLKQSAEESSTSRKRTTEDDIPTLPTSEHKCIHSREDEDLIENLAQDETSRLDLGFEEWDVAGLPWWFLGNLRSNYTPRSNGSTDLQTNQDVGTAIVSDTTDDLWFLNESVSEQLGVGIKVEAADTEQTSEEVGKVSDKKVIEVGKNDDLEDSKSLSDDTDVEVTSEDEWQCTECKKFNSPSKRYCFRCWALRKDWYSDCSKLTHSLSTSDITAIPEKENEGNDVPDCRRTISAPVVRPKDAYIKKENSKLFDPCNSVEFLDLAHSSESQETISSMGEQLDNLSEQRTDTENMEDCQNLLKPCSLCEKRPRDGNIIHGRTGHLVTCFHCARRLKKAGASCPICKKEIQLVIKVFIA
# Target sequence (Q00987 whole entry, looked up): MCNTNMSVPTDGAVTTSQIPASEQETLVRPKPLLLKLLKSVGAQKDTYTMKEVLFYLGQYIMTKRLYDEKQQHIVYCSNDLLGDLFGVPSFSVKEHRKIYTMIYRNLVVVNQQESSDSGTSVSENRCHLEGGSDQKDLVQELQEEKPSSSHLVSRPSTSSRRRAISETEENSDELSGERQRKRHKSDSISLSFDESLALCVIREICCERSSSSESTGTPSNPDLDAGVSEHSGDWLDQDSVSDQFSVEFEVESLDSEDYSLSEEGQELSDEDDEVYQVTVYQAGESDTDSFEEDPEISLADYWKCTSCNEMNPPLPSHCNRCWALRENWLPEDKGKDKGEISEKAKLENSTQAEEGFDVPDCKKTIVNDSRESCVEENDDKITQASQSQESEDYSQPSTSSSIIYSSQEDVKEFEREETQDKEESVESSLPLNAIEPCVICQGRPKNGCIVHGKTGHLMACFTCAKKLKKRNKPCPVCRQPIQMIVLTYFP
# tim10-1 inh = inhibits growth of tim10-1 mutant yeast | S. cerevisiae tim10-1 ts strain growth, BacTiter-Glo, 24 h | inhibition, % at 20 µM | hit rate 2.2% among 330,000;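 active means inhibition of at least 40%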;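 further: mutant grown at 25 °C; 0% = DMSO wells with yeast and 100% = wells holding no yeast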
# APJ agonist = APJ receptor agonism; AID 2520; hit rate 0.11% among 330,000; CHO-K1 APJ PathHunter beta-arrestin, luminescence; 0% DMSO wells, 100% apelin; activation, % at 20 µM; P35414;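 active means activation more than six SD over the plate average, tested at 20 µM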;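 further: 0% = DMSO alone and 100% = apelin-13 at 10 nM; some results filed as inactive read as strong as hits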
#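 Test system – PathHunter CHO-K1 APJ (AGTRL-1) beta-arrestin reporter cells · Input – 1000 cells/well · Compound – single test compound dose, 20 µM final, 1% DMSO · Times – compound stimulation 90 min at 25 °C, detection 60 min · Technique – beta-gal luminescence · Read-out basis – APJ–arrestin association signal · Control set – negative DMSO alone, positive Apelin-13 at 10 nM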
# The depositor's hits bear a star; . = not tested or not shown.
Compound,NALP3 yeast inh,TIM10 inh,APJ agonist,tim10-1 inh,Mdm2 MdmX PPI,tim23-1 inh,UPR CHOP act,XBP1 UPR activ,NR3A LBD binder
COc1cccc(CNC(=O)c2ccc(NC3=NC4CS(=O)(=O)CC4S3)cc2)c1 (centres undefined),-14,-6,9,18,3,13,0.0,-3,2
COC(=O)C1=C(C)N(C)C(C)=C(C(=O)OC)C1c1ccccc1C,14,-8,-2,13,5,21,1.7,-3,0
CCCCC(=O)NCCNC(=O)c1cc(OCC(F)(F)F)ccc1OCC(F)(F)F,12,4,-5,-1,13,-2,2.8,-2,-2
COc1ccc(N2CCN(S(=O)(=O)CCNS(=O)(=O)c3ccccc3)CC2)cc1,9,0,-4,1,14,-7,0.0,-3,2
C/C(=N\Nc1nc(Nc2ccccc2)nc(N2CCOCC2)n1)c1cccs1,29,29,0,41*,46,17,1.2,2,1
CC(=O)N/C(=C\c1ccccc1)C(=O)OCc1ccccc1,5,3,-8,9,17,10,1.0,-1,3
COc1cccc(CNC(=O)CN2C(=O)CCSc3ccc(S(=O)(=O)N4CCCC4)cc32)c1,19,8,-1,-2,3,12,1.0,-7,-2
Cc1ccccc1CN(CC(=O)Nc1cccc([N+](=O)[O-])c1)S(=O)(=O)c1ccc(Cl)cc1,2,12,0,45*,32,33,0.1,1,6

# Continued; the last two above are carried over.
Compound,NALP3 yeast inh,TIM10 inh,APJ agonist,tim10-1 inh,Mdm2 MdmX PPI,tim23-1 inh,UPR CHOP act,XBP1 UPR activ,NR3A LBD binder
COc1cccc(CNC(=O)CN2C(=O)CCSc3ccc(S(=O)(=O)N4CCCC4)cc32)c1,19,8,-1,-2,3,12,1.0,-7,-2
Cc1ccccc1CN(CC(=O)Nc1cccc([N+](=O)[O-])c1)S(=O)(=O)c1ccc(Cl)cc1,2,12,0,45*,32,33,0.1,1,6
COc1ccc(S(=O)(=O)N2CCOCC2)cc1NC(=O)CSc1nnc(C2CC2)n1N,10,5,-3,19,-12,19,-0.8,-3,-1
Cc1cc(C)n(-c2nc3ccccc3n3c(C)nnc23)n1,-6,-20,-2,-10,8,1,0.1,1,-2
O=C(Cc1n[nH]c(=O)[nH]c1=O)N/N=C/c1cccc(O)c1,2,-26,-3,-2,17,15,-1.1,0,2
CSc1nc(C)cc(C)c1C#N,26,8,-1,4,-5,-5,-0.5,-5,-1
O=C1CC2(CCCC2)CC(=O)N1c1ccccc1,-14,-7,-2,1,1,20,-1.6,-2,-1
Cc1cccc(NC(=O)CSc2ccc(C(N)=O)cc2[N+](=O)[O-])c1C,22,1,-5,9,-1,12,-2.5,-3,-5
Cc1ccc(/C=N/NC(=O)c2nnn(-c3nonc3N)c2CSc2ccc(Cl)cc2)cc1,14,-1,-2,-5,34,-5,-0.4,2,26*
CN1CCN(c2ccc(S(=O)(=O)N3CCCCC3)cc2NC(=O)/C=C/c2ccc(Cl)c([N+](=O)[O-])c2)CC1,30,1,5,9,45,15,16,3,-6

# Next section
Compound,NALP3 yeast inh,TIM10 inh,APJ agonist,tim10-1 inh,Mdm2 MdmX PPI,tim23-1 inh,UPR CHOP act,XBP1 UPR activ,NR3A LBD binder
COc1cc(/C=N\NC(=O)OC(C)(C)C)ccc1OC(=O)c1ccco1,0,19,-3,31,3,23,2.7,1,-2
COc1ccc(NC(=O)CN(C)C(=O)c2cccc(NS(=O)(=O)c3ccc(Br)cc3)c2)cc1,7,0,-3,12,25,20,1.9,0,0
CCNC(=O)NC1(C(=O)N2CCC(Cc3ccccc3)CC2)CCCCC1,14,0,-3,0,8,-1,-0.7,-2,1
Cc1cc(C)cc(-n2cc(C(=O)O)c(=O)cc2C)c1,21,16,-1,11,-12,4,-0.7,4,1
CCOCCn1c(CN2CCN(C)CC2)nc2c1c(=O)n(C)c(=O)n2C,10,-8,-4,-4,16,10,0.9,0,4
CN1CCN(S(=O)(=O)c2ccc(N3CCN(C(=O)c4ccccc4)CC3)nc2)CC1,5,-5,1,-8,9,6,-1.3,-4,-1
COC(=O)c1sc(S(=O)(=O)N2CCN(c3ccc(OC)cc3)CC2)c(C(=O)OC)c1C,5,7,-4,15,17,7,-1.0,0,-2
COc1cc(-c2nc(C(=O)NC3CCN(Cc4ccccc4)CC3)cc3c2[nH]c2ccccc23)cc(OC)c1OC,2,9,-2,33,79*,26,5.6,0,-6

# More structures follow.
Compound,NALP3 yeast inh,TIM10 inh,APJ agonist,tim10-1 inh,Mdm2 MdmX PPI,tim23-1 inh,UPR CHOP act,XBP1 UPR activ,NR3A LBD binder
Nn1c(SCc2cccc(F)c2)nnc1-c1cccnc1,-3,-14,-2,-6,-45,3,4.5,-2,1
O=C(CNC1CCCCC1)NN=C(c1ccccc1)c1ccccc1,9,-2,-2,-1,9,1,-1.8,-1,-3
Cc1ccc(NC(=O)CN2C(=O)NC(C)(C3CC3)C2=O)cc1S(=O)(=O)N1CCCCC1 (centres undefined),15,-5,-1,-1,11,6,-0.1,0,-2
CCOC(=O)c1sc(NC(=O)CSc2nnc(-c3ccco3)o2)c(C(=O)OCC)c1C,10,8,-4,5,-4,13,-3.3,0,-1
Cc1nc(C(=O)Nc2ccc(Cl)cc2)sc1C1(C)CC(c2ccccc2)=NO1 (centres undefined),-1,-25,6,-17,28,-2,0.5,0,-7
CC1(C)CCC/C(=C\c2ccccc2)C1=O,7,2,-4,-15,8,9,-1.0,-1,-1
NCCC1CCCC(CCN)N1 (centres undefined),21,6,3,6,-17,-3,2.8,-9,-1
C/[N+]([O-])=C/c1c(OCc2ccc(Cl)cc2Cl)ccc2ccccc12,6,-22,1,-16,0,4,1.9,-1,-3

# Continued:
Compound,NALP3 yeast inh,TIM10 inh,APJ agonist,tim10-1 inh,Mdm2 MdmX PPI,tim23-1 inh,UPR CHOP act,XBP1 UPR activ,NR3A LBD binder
Cn1c(CNC(=O)c2ccco2)nnc1SCC(=O)c1ccccc1,1,-5,-2,11,-4,4,1.5,-3,-1
Cc1ccnc(SCC(=O)Nc2oc(-c3ccccc3)c(-c3ccccc3)c2C#N)n1,-11,1,-4,16,3,-2,1.0,-2,-2
C[C@@H]1CN([C@H](C)CO)C(=O)Cc2cc(NC(=O)Nc3ccccc3)ccc2O[C@@H]1CN(C)Cc1ccc2c(c1)OCO2,10,-10,3,-12,53*,-10,1.4,-2,-4
Cc1cccc(NC(=O)CCC(=O)OCC(=O)c2ccc(Oc3ccc([N+](=O)[O-])cc3)cc2)c1,15,18,-6,39,3,25,4.3,-4,-4
Cc1ccc(S(=O)(=O)c2c(C)cc(C)nc2Oc2cccc(C)c2C)cc1,16,13,2,18,6,25,0.5,-4,-2
COc1ccc(-c2ccc(-c3nc4c(c(=O)[nH]c(=O)n4Cc4ccccc4)n3C)o2)c([N+](=O)[O-])c1,14,5,3,9,-14,1,59*,17,-2
N#Cc1cccc2c1-c1ccccc1/C2=N/NC(N)=S,21,47*,-3,52*,17,40,7.0,4,3
Clc1ccc(OCc2nnc(-c3ccccc3Br)o2)c(Cl)c1,3,10,-2,16,-90,2,3.3,1,-33

# (more compounds)
Compound,NALP3 yeast inh,TIM10 inh,APJ agonist,tim10-1 inh,Mdm2 MdmX PPI,tim23-1 inh,UPR CHOP act,XBP1 UPR activ,NR3A LBD binder
Cc1nc(NC2CCCCC2)c2nnn(Cc3ccccc3Cl)c2n1,21,-1,0,10,12,38,-0.1,0,-1
Cc1c(Cl)cccc1NS(=O)(=O)c1c(C(=O)N2CCOCC2)c(C)n(C)c1C,1,6,0,6,-1,-2,-2.1,-4,-1
O=c1[nH]c(-c2ccccc2F)nc2c1sc(=S)n2Cc1ccccc1,6,-2,-1,18,-11,18,0.9,1,6
Cc1cccc(NC(=O)COC(=O)Cc2cccc(C(F)(F)F)c2)c1C,-7,-14,-4,11,9,15,0.2,15,1
CC(=O)c1ccc(N=Nc2c(C)[nH]n(-c3ccccc3)c2=O)cc1,32,-2,-6,12,9,7,3.0,-4,-2
COc1ccc(OCCCC(=O)NC(C)c2ccccc2)cc1 (centres undefined),23,28,1,29,-2,13,-1.6,1,-1
N#CC1=C(N)Nc2ncnn2C1c1ccccc1 (centres undefined),-15,-7,-3,4,-9,-7,0.4,0,.
COc1ccccc1CCNC(=O)C1CCN(C(=O)/C=C/c2ccccc2)CC1,22,-12,-1,10,-3,8,4.4,4,-1

# Next section
Compound,NALP3 yeast inh,TIM10 inh,APJ agonist,tim10-1 inh,Mdm2 MdmX PPI,tim23-1 inh,UPR CHOP act,XBP1 UPR activ,NR3A LBD binder
CC(=O)C1=C(O)C(=O)N(c2ccccn2)C1c1ccc(C)cc1 (centres undefined),14,-4,-3,1,15,7,0.1,-2,0
CCCOc1ccc([C@@H]2C3CN(C(=O)OCC)CC=C3C(C#N)=C(N)C2(C#N)C#N)cc1OC (some centres undefined),5,-8,-3,15,14,-14,4.3,2,-2
O=C(OCc1ccc([N+](=O)[O-])cc1)C1CC(=O)N(CCc2ccccc2)C1 (centres undefined),3,18,-3,43*,-4,27,-0.8,1,1
CCN(CC(=O)NC)S(=O)(=O)c1ccc(C)cc1,1,-6,-2,-17,13,-10,0.5,4,-2
COc1ccc(/C=N/NC(=O)c2[nH]ncc2Br)c(OC)c1,-7,7,-3,-3,-2,15,3.7,-1,0
O=P(Cc1cccc[n+]1[O-])(c1ccccc1)c1ccccc1,5,3,7,4,-35,7,2.4,1,-1
CC1(C)CC(=O)/C(=C(\O)c2ccccc2)C(=NCCc2ccccc2)C1,-4,13,-1,45*,-3,35,3.6,-1,-2
Cc1onc(-c2ccccc2)c1C(=O)NCc1ccccc1F,16,-16,0,0,-1,2,2.3,-4,-2
CN1C(=O)C(C)(C)c2cc(S(=O)(=O)N3CCCC3C(=O)NCc3ccccc3Cl)ccc21 (centres undefined),10,2,-2,-5,5,11,-2.6,0,-2

# Structural class: the entries above containing two or more sulfur atoms
Compound,NALP3 yeast inh,TIM10 inh,APJ agonist,tim10-1 inh,Mdm2 MdmX PPI,tim23-1 inh,UPR CHOP act,XBP1 UPR activ,NR3A LBD binder
COc1cccc(CNC(=O)c2ccc(NC3=NC4CS(=O)(=O)CC4S3)cc2)c1 (centres undefined),-14,-6,9,18,3,13,0.0,-3,2
COc1ccc(N2CCN(S(=O)(=O)CCNS(=O)(=O)c3ccccc3)CC2)cc1,9,0,-4,1,14,-7,0.0,-3,2
COc1cccc(CNC(=O)CN2C(=O)CCSc3ccc(S(=O)(=O)N4CCCC4)cc32)c1,19,8,-1,-2,3,12,1.0,-7,-2
COc1ccc(S(=O)(=O)N2CCOCC2)cc1NC(=O)CSc1nnc(C2CC2)n1N,10,5,-3,19,-12,19,-0.8,-3,-1
COC(=O)c1sc(S(=O)(=O)N2CCN(c3ccc(OC)cc3)CC2)c(C(=O)OC)c1C,5,7,-4,15,17,7,-1.0,0,-2
CCOC(=O)c1sc(NC(=O)CSc2nnc(-c3ccco3)o2)c(C(=O)OCC)c1C,10,8,-4,5,-4,13,-3.3,0,-1
O=c1[nH]c(-c2ccccc2F)nc2c1sc(=S)n2Cc1ccccc1,6,-2,-1,18,-11,18,0.9,1,6

# Screening results from PubChem.
